Assay outcomes: PubChem, several laboratories
CYP2C9 act: activators of human CYP2C9; P11712; hit rate 1.4% among 96,000; activation factor at 5 µM; recombinant CYP2C9, luciferin-H conversion, luminescence; active compounds read high; factor 1 = untreated enzyme, 0 = blocked;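 active = activation factor of 2 or more for CYP2C9 at a 5 µM dose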;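 note: 0 = sulfaphenazole-blocked wells and 1 = vehicle-only wells; values of inactives mirror those of a sister screen read the other way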
PostGolgi ctrl: inhibits growth of the yeast control strain; efflux-deficient yeast background strain, growth absorbance A615, 16 h; inhibition, % at 10 µM; hit rate 5% among 98,000; AID 738
E coli WT exp: E. coli BW25113 growth inhibition, expanded screen | OD600 absorbance | growth inhibition, % at 100 µM | hit rate 0.15% among 98,000;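 active = growth inhibition above about 50% at one test dose, limit read from the data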;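 note: growth measured after 20 h incubation at 37 °C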
PTK2B oligo ant: antagonists of human Pyk2 oligomerization; hit rate 0.83% among 99,000; z-score (the deposit names both 25 µM and 10 µM); Q14289; Q293 cells, Pyk2 FERM NanoBiT luminescence; active compounds read low; AID 1347419;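 active = Z-score of -3 or lower, scaled per plate to the spread of control and sample wells; inactive = z-score above -3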;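 note: negative z-score means lost luminescence so less FERM oligomerization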
Target sequence (Q14289 whole entry, looked up): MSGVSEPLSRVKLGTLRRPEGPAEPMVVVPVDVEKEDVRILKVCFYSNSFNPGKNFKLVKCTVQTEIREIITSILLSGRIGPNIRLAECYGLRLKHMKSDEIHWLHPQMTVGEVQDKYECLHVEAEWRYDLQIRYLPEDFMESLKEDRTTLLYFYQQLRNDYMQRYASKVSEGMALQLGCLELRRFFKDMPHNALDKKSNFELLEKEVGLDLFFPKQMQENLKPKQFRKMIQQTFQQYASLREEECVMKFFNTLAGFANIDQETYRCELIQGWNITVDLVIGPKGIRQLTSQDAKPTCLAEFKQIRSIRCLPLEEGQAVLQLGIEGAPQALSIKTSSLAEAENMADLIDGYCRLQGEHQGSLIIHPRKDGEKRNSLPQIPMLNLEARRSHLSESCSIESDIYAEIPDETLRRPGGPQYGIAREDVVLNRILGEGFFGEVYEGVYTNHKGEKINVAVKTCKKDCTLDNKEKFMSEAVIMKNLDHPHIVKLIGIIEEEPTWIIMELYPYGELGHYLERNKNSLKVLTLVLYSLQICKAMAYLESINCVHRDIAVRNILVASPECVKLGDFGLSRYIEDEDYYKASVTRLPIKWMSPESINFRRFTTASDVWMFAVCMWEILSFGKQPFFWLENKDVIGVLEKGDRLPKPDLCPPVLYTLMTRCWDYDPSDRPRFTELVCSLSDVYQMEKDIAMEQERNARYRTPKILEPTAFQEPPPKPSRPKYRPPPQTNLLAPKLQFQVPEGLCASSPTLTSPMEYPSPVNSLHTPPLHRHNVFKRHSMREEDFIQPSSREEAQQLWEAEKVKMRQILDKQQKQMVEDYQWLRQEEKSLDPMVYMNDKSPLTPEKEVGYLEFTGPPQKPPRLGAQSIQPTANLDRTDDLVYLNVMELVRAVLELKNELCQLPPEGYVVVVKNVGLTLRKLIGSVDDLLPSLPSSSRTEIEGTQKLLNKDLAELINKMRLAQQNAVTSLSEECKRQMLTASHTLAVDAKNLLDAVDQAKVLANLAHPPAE
CYP2C9 inh: inhibitors of human CYP2C9; P11712; CYP2C9 Supersomes, luciferin-H conversion, luminescence; inhibition, % at 5 µM; hit rate 20% among 96,000;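 active = blocking of liver enzyme CYP2C9 beyond about 50% at 5 µM, limit read from the data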; note: values of inactives mirror those of a sister screen read the other way
LYP inh 2: LYP (human) phosphatase inhibition | recombinant LYP catalytic domain, DiFMUP fluorescence | inhibition, % at 2 µM | hit rate 0.21% among 96,000;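 active = inhibition at 2 µM at or above a set limit, the screen mean plus 3 SD, cut at about 24% in these data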;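 note: 0% = DMSO with enzyme and 100% = enzyme fully blocked by orthovanadate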
DAT uptake mod: human DAT dopamine uptake with cocaine, either direction | LLC-PK1 hDAT cells, [14C]-dopamine uptake with cocaine IC80; actives deviate in either direction | AID 449768 | hit rate 1.3% among 110,000 | Q01959 | B-score at 10 µM;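 active = Z score or B-score, a plate-position-corrected score, falls beyond the plate's 99.7% confidence bounds, in either direction; inactive = both scores lie inside the 99.7% bounds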;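 note: scored against the spread of the other compound wells on the same plate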
PostGolgi yeast: growth inhibition of a yeast mutant, post-Golgi transport screen; post-Golgi transport phenotypic cell assay; inhibition, % at 10 µM; hit rate 0.9% among 98,000;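 note: yeast cells grown in 1536-well plates; yeast grown about 18 h at 30C before absorbance read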
PTPN22 act: activators of human LYP (PTPN22) phosphatase | Q9Y2R2 | recombinant LYP, DiFMUP fluorescence; 0 = plate median, 100 = signal doubled | activation, % at 2 µM | hit rate 0.11% among 96,000 | AID 697;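 active = activation at 2 µM above a set limit, the mean plus 5 SD, cut at about 37% in these data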
* marks the source's active call; other numbers are inactive results; · = not tested or not shown. Cut-off read from the data, not from the text of the source, unless noted: active = inhibition above about 30%; inactive = the rest.

SMILES	CYP2C9 act	PostGolgi ctrl	E coli WT exp	PTK2B oligo ant	CYP2C9 inh	LYP inh 2	DAT uptake mod	PostGolgi yeast	PTPN22 act
Cc1cc(C)n(-c2ccc(C(=O)N3CCc4ccccc43)cc2)n1	2*	15	3	0.11	-103	1	0.19	1	-4
CCC1(C)Cc2ccccc2-c2nc(NCCCO)n(-c3ccccc3)c(=O)c21 (centres undefined)	0.8	16	6	-0.37	25	-10	-0.0093	3	9
O=C(CSc1nc2ccccc2o1)c1ccccc1	·	·	·	-0.08	·	7	-0.65	·	-6
Cc1ccc(C(=O)C2=C(O)C(=O)N(CCCN(C)C)C23C(=O)N(C)c2ccccc23)o1 (centres undefined)	1.1	·	·	0.83	-8	·	-0.87	·	·
Cc1cccc(C)c1OCc1nnc(SCC(=O)Nc2ccccc2F)o1	0.4	15	4	·	59*	3	-0.036	-2	-5
O=C(Nc1ccc(NC(=S)NC(=O)C(c2ccccc2)c2ccccc2)cc1)c1ccccc1	·	·	·	-1.4	·	2	0.2	·	1
COc1cccc(CNc2ncc(Br)cc2Br)c1O	1.4	9	-2	-0.66	-37	-6	-1	5	2
O=C(O)c1cccc(-n2cnnn2)c1	1	9	1	-0.23	-4	2	0.14	0	-1
COc1ccc(Br)cc1CNC(=O)C1CCN(S(=O)(=O)N2CCCC2)CC1	2.6*	3	8	0.63	-164	1	0.81	4	-3
CC(=O)NC(C)C12CC3CC(CC(C(=O)O)(C3)C1)C2 (centres undefined)	1	-2	6	0.52	-2	1	-1.6	-2	-4
CCOC(=O)C1CCCCN1Cc1cc(OC)ccc1OC (centres undefined)	0.9	12	-7	0.13	15	6	1	4	-4
C=CCCCCCCCCc1nc(=S)[nH][nH]1	0.5	67*	10	0.25	50*	2	0.039	9	1
COc1ccc(C(=O)c2ccc(Br)cc2)cc1	·	2	2	1.3	·	-3	1.1	-8	3
Cc1cc2c3nonc3ccc2n1-c1ccccc1	1	35*	0	-0.84	-1	0	-0.3	5	-2
Cc1cccc(OCCCN2CCCCCC2)c1	0.9	7	2	-0.23	5	9	0.055	2	-5
CC1CCN(c2ccc(C(=O)NCc3cccs3)cn2)CC1	0.7	9	10	-0.4	26	·	1.7	-8	·
Cc1cccc(NC(=O)c2cc3n(n2)C(C(F)(F)F)CC(c2ccc4c(c2)OCO4)N3)c1 (centres undefined)	0.1	58*	-13	-0.05	87*	1	1.4	9	-4
CN(CCNC(=O)c1ccc(N2CCCC2=O)cc1)CCc1ccccc1	·	3	2	-0.12	·	-6	1	6	2
COc1ccc(CCNC(=O)CN2C(=O)C3(OCCCO3)c3ccccc32)cc1OC	0.8	-2	4	-0.75	22	·	-0.82	3	·
Cc1cc(C)nc(N2CCC(C(=O)N3CCN(c4cc(Cl)ccc4C)CC3)CC2)n1	0.5	43*	-20	-0.28	51*	10	0.078	-3	-11
CN(C)S(=O)(=O)c1ccc(N2CCCC2)c(C(=O)NC(c2ccccc2)c2ccccc2)c1	0.5	-9	1	0.01	54*	13	-0.22	17	-15
N#CC1=C(N)OC(c2ccccc2)=C(C#N)C1c1ccc2c(c1)OCO2 (centres undefined)	0.9	98*	-1	-1.2	10	-3	-0.33	104*	5
O=C(NC1CCCCC1)C12CC3CC(C1)CC(n1cncn1)(C3)C2	1	0	-8	0.29	0	3	-0.91	1	1
COc1ccc(CC(C(=O)Nc2cc(C)ccc2C)/C(N)=N/O)cc1 (centres undefined)	1	3	1	-0.11	0	1	-0.68	-6	-3
O=C(c1ccco1)N1CCN(c2c(-c3ccccc3)c3cc(Cl)ccc3[nH]c2=O)CC1	0.9	28	-7	1.8	6	16	0.97	8	-14
COc1ccccc1N1CCN(C(=O)C2CCN(S(=O)(=O)N3CCOCC3)CC2)CC1	1.1	17	4	-0.71	-13	6	-0.59	15	-7
Cc1ccc(C)c(C(=O)NCCN(C)C)c1	1.1	9	0	0.87	-8	-19	-0.19	-7	13
O=C(NCc1ccco1)c1cc(-c2ccc3c(c2)OCO3)on1	1.1	-1	-9	2.2	-13	-2	-0.4	3	0
Cc1ccc(S(=O)(=O)Cn2nnnc2C(c2ccccc2)N2CCN(c3ncccn3)CC2)cc1 (centres undefined)	0.1	10	-12	-0.3	94*	-16	0.45	-2	13
CC1OC2(OC1C)C(=O)Nc1ccccc12 (centres undefined)	1.2	2	8	0.51	-17	-7	0.82	3	9
COc1ccccc1C(=O)Nc1cccc(-c2cn3ccsc3n2)c1	0.7	38*	-5	·	29	-2	-0.18	2	0
O=C(CN1C(=O)NC2(CCCCC2)C1=O)Nc1ccccc1Cl	1.1	3	-1	-0.37	-10	·	1.1	-4	·
CC1Cc2ccccc2N1C(=O)CSc1nnnn1C1CCCC1 (centres undefined)	0.4	-5	-5	-0.22	58*	-1	·	3	3
O=C(O)c1ccc(CSc2nnnn2C2CCCCC2)cc1	1	3	-5	0.74	-4	-14	-0.094	3	8
CC(C)(C)c1cn(-c2ccc(Cl)cc2)c(=S)[nH]1	0.7	5	-1	-0.63	27	-9	0.08	8	8
CCc1c(C)sc(NC(=O)C2CCCO2)c1C#N (centres undefined)	·	·	·	0.23	·	-12	-0.023	·	4
COc1ccccc1NC(=O)CN1CCN(C2c3ccccc3-c3ccccc32)CC1	0	27	-13	-0.61	96*	12	0.42	3	-12
COc1cc2nc(NCC3CCCO3)n3nc(-c4cccnc4)nc3c2cc1OC (centres undefined)	1.1	29	-2	-0.51	-9	5	1.5	-3	-7
O=C(CCCN1C(=O)c2cccc3cccc(c23)C1=O)N1CCc2ccccc2C1	4*	8	-13	0.6	-296	-5	0.019	23	2
Cc1ccc(C(C(=O)NC2CCCC2)N(C(=O)CCC(=O)Nc2cc(C)on2)c2ccccc2)cc1 (centres undefined)	·	·	·	0.11	·	3	-0.16	·	-3
CC(=O)C1=C(C)NC(SCC(N)=O)=C(C#N)C1c1sccc1C (centres undefined)	0.8	9	7	-0.28	19	-11	6.9*	-5	11
Cc1ccc(S(=O)(=O)N2CCCC2C(=O)Oc2ccccc2)cc1 (centres undefined)	1.1	19	4	0.64	-10	-6	-0.43	-8	3
Cc1ccc(NC(=O)c2cc(=O)c3ccccc3o2)cc1	0.9	2	2	-0.65	7	6	-0.24	0	-6
O=C(CCCc1nc(-c2ccccc2)no1)Nc1cccnc1	0.8	0	7	1.1	21	·	0.89	15	·
Cc1cc(OCC(=O)Nc2ccc3oc(-c4ccncc4)nc3c2)ccc1Cl	0.6	4	-1	0.75	35	9	0.00098	6	-9

6 entries drawn at random from the list so far:
SMILES	CYP2C9 act	PostGolgi ctrl	E coli WT exp	PTK2B oligo ant	CYP2C9 inh	LYP inh 2	DAT uptake mod	PostGolgi yeast	PTPN22 act
CC(=O)NC(C)C12CC3CC(CC(C(=O)O)(C3)C1)C2 (centres undefined)	1	-2	6	0.52	-2	1	-1.6	-2	-4
CN(CCNC(=O)c1ccc(N2CCCC2=O)cc1)CCc1ccccc1	·	3	2	-0.12	·	-6	1	6	2
CCOC(=O)C1CCCCN1Cc1cc(OC)ccc1OC (centres undefined)	0.9	12	-7	0.13	15	6	1	4	-4
CCC1(C)Cc2ccccc2-c2nc(NCCCO)n(-c3ccccc3)c(=O)c21 (centres undefined)	0.8	16	6	-0.37	25	-10	-0.0093	3	9
Cc1ccc(NC(=O)c2cc(=O)c3ccccc3o2)cc1	0.9	2	2	-0.65	7	6	-0.24	0	-6
O=C(c1ccco1)N1CCN(c2c(-c3ccccc3)c3cc(Cl)ccc3[nH]c2=O)CC1	0.9	28	-7	1.8	6	16	0.97	8	-14

Continued.
SMILES	CYP2C9 act	PostGolgi ctrl	E coli WT exp	PTK2B oligo ant	CYP2C9 inh	LYP inh 2	DAT uptake mod	PostGolgi yeast	PTPN22 act
CCCC(C)C(=O)Nc1nnc(C)s1 (centres undefined)	1.2	3	9	-0.48	-18	1	-0.31	-3	-2
CCOC(=O)Cc1csc(-n2sc3ccccc3c2=O)n1	0.8	-9	6	-0.11	18	12	-0.95	-10	-13
CC(C)(C)c1csc(NC(=O)c2ccc(Cl)s2)n1	0.7	24	-7	-3*	31	16	-2.6*	-2	-13
COC(=O)c1cc2c([nH]c3ccccc32)c(C)n1	1	1	4	·	-3	3	-0.88	-3	-3
CC(C)(C)NC(=O)c1cnn2c1NC(c1ccc(F)cc1)CC2C(F)(F)F (centres undefined)	0.8	2	1	0.63	22	-4	-0.0055	10	1
CCc1nnc(NC(=O)c2ccc(N(C)S(=O)(=O)c3ccccc3)cc2)s1	·	2	-3	-0.15	·	·	0.45	-3	·
Cc1ncoc1C(=O)Nc1cccc(Cl)c1	1	-1	-3	-0.38	4	-4	-0.028	13	1
COCCCN1C(=O)C(=O)/C(=C(/O)c2ccc3c(c2)OCCO3)C1c1ccc(C(=O)OC)cc1 (centres undefined)	0.9	2	6	0.87	6	1	0.052	4	-1
CCC1CCCCN1CC(=O)c1c(C)[nH]c2ccccc12 (centres undefined)	0.7	10	1	1	34	7	0.15	-4	-8
COc1ccc(-c2cc(C(=O)OC3CCOC3=O)c3ccccc3n2)cc1OC (centres undefined)	0.2	12	0	0.99	77*	-2	0.0027	3	0
O=C(Nc1ccccc1Cl)N1CCN(c2ccc3nncn3n2)CC1	0.6	-9	-4	·	38	0	-0.48	2	-1
COCCNC(=O)CN1CCOc2ccccc21	1	3	6	·	-4	-7	0.91	1	4
O=C(c1cc2ccccn2n1)N1CCN(c2cccc(C(F)(F)F)c2)CC1	0.8	15	1	0.37	23	-3	-0.63	7	0
O=C(Nc1cccc(Cl)c1)Nc1ccccc1C(=O)NCc1ccco1	0.4	-1	2	-1.2	58*	8	-0.21	-7	-6
Cc1ccc(NC(=O)c2oc3ccc(S(=O)(=O)N4CCOCC4)cc3c2C)cc1C	·	-5	-5	-0.59	·	9	-0.98	-4	-6
O=C1CC(=C2c3ccccc3-c3ccccc32)C(=O)N1CCN1CCN(c2cccc(Cl)c2)CC1	·	·	·	0.52	·	25*	0.42	·	-24
O=C(Nc1ccc2c(c1)OCO2)c1cnc2n(c1=O)CCS2	·	·	·	0.75	·	-3	-0.87	·	0
COc1cccc(OCCOc2c(OC)cccc2OC)c1	1.8	7	2	0.46	-82	-8	-1.3	-4	3
Cc1cc(C)n2nc(SC3CCCCN(C(=O)c4ccc(F)cc4)C3=O)nc2n1 (centres undefined)	0.9	15	3	-0.09	8	-7	0.14	1	5
COc1cccc(NC(=O)Nc2cccs2)c1	·	·	·	0.2	·	-12	-0.11	·	12
COC(=O)CSC1=NS(=O)(=O)c2ccccc21	1.2	6	-8	0.75	-17	3	1.2	6	-4
O=C(CCCC(=O)N(CC(=O)NC1CCCC1)Cc1ccccc1Cl)Nc1ccccn1	0.2	13	-3	0.54	77*	0	1.3	0	0
COc1ccccc1N(C)S(=O)(=O)c1ccc(C(=O)OCC(=O)NCc2ccco2)cc1	0.1	9	-6	0.1	88*	-8	-0.13	-4	8
C#CC1(O)CC(C)NCC1(C)CCC#N (centres undefined)	1	2	-4	1.5	-1	9	0.091	0	-6
O=C1CC(N2CCOCC2)C(=O)N1CCN1C(=O)CC(N2CCOCC2)C1=O (centres undefined)	0.8	2	0	0.19	17	-4	0.38	-7	4
C[N+]1(CC(=O)OCCCc2ccccc2)CCOCC1	0.9	15	0	0.89	12	4	-0.023	-13	-2
O=C(CSc1nnc(-c2ccc(Br)o2)n1Cc1ccccc1)c1ccccc1F	1	21	-1	-1.1	4	15	0.019	15	-19
O=C(OCc1nnc(-c2ccccc2)o1)c1cn(-c2ccccc2)nc1-c1ccccc1	0.1	15	-24	-0.47	91*	8	1.4	-9	-8
Cc1c(C)n(C)c2ccc([N+](=O)[O-])cc12	0.9	7	0	0.64	7	-18	0.078	0	21
CCOC(=O)c1c(N)nn(C(=O)C(C)C)c1-c1ccccc1	0.6	12	7	0.29	41	8	-0.45	-3	-7
O=C(c1ccc(N2CCOCC2)cc1)c1cccs1	1	6	9	0.36	-2	-2	-0.14	6	2
Cc1ccc(C(=O)N2Cc3ccccc3CC2C(=O)O)cc1 (centres undefined)	0.9	8	1	1.7	6	·	-0.6	1	·
